Compound activity (PubChem BioAssay)
EP2 mod: modulates human prostaglandin E2 receptor EP2 signaling; EP2-expressing cells, cAMP HTRF FRET, PGE2 co-stimulation; induction, % at 25 µM; P43116; AID 940; 0.83% of 260,000 active;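 active = compounds whose cAMP rise, as percent of the full-agonist control response, exceeds 60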;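 also: rat C6 glioma line stably carrying human EP2 under a CMV promoter; the protocol text gives 20 µM as final concentration; 100% = response of wells given 1 µM PGE2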
PGE2 EP2 inh: EP2 receptor (human) inhibition | P43116 | C6 glioma cells expressing human EP2, cAMP TR-FRET; cells stimulated with saturating PGE2 | inhibition, % at 25 µM | 0.52% of 260,000 active | AID 1422;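 active = percent inhibition above 40 after rounding to a whole number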;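 also: rat C6 glioma host cells with rolipram phosphodiesterase inhibitor present; the protocol text gives 20 µM as final concentration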
NPY-Y1 PAM-ag: human NPY-Y1 potentiation or agonism, primary screen. P25929. NPY-Y1 expressing cells, potentiator/agonist activation. activation, % at 3.6 µM. 0.37% of 220,000 active; in the data active = activation above about 33%, passing the limit was not always enough;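 also: cells stimulated with NPY at EC10 then isoproterenol at EC100; 0% = low agonist plus stimulus and 100% = saturating agonist plus stimulus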
Target sequence (P25929 whole entry, looked up): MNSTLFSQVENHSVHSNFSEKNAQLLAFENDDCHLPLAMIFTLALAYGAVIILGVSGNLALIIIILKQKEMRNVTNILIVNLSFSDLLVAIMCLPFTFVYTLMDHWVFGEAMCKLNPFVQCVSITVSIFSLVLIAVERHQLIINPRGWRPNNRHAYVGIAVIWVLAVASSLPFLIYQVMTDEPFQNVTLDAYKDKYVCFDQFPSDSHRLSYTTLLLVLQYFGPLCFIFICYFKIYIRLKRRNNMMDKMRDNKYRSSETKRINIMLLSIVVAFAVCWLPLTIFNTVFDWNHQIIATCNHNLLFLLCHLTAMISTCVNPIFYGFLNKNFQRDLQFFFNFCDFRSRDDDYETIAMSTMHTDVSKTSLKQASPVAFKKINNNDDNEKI
eIF4E-4G inh: eIF4E/eIF4G interaction inhibition in translation initiation; TR-FRET eIF4E-eIF4GI(517-606) binding, 2 h; inhibition, % at 21.7 µM; 0.37% of 220,000 active; AID 782;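 active = inhibition above about 30%, limit read from the data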;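 also: 0% = full FRET control wells and 100% = background wells lacking eIF4GI fragment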
S1P4 antagonist: antagonists of human S1P4 receptor; O95977; S1P4-expressing cells, antagonist mode, reporter read-out; inhibition, % at 4.98 µM; 0.26% of 220,000 active; AID 1510; in the data active = inhibition above about 29%;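 also: 0% = wells stimulated with agonist and 100% = vehicle wells without agonist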
Target sequence (O95977 whole entry, looked up): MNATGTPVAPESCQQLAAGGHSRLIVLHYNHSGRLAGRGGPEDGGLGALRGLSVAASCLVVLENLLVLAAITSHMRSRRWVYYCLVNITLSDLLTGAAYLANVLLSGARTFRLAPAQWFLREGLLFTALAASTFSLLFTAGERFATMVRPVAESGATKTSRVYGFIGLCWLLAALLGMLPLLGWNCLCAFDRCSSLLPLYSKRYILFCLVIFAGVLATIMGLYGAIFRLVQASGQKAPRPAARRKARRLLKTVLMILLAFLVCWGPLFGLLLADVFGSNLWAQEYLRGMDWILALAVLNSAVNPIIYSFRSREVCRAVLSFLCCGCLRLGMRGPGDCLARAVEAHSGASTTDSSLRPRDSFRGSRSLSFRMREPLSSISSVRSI
NPY2 pot ag: potentiators or agonists of human neuropeptide Y receptor Y2 | cells expressing NPY-Y2, potentiator/agonist read-out | 0.45% of 220,000 active | AID 1359 | P49146 | activation, % at 3.6 µM; in the data active = activation above about 27%;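 also: cells stimulated with NPY near EC25 plus isoproterenol at EC100; 0% = vehicle plus submaximal agonist and 100% = vehicle plus saturating agonist; some results beyond the cut were filed as inactive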
S1P4 ag: activates the human S1P4 receptor; AID 1509; 0.35% of 220,000 active; S1P4-expressing cell line, agonist reporter assay; activation, % at 4.98 µM; in the data active = activation above about 11%;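 also: 0% = DMSO vehicle and 100% = reference agonist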
NPY Y1 blocker: NPY-Y1 (human) receptor antagonism; P25929; HEK293-CNG Y1 cells, membrane potential fluorescence; NPY at EC95, then isoproterenol; inhibition, % at 3.6 µM; 1% of 200,000 active;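 active = inhibition above the campaign mean inhibition of all tested compounds plus 3 SD, cut at about 20% in these data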;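 also: 0% = DMSO wells given NPY plus isoproterenol and 100% = isoproterenol alone without NPY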
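Benchmarks – high control isoproterenol alone, low control NPY with isoproterenol · Material – HEK293 Y1/CNG channel cell line · Times – dye 3 h, compound 60 min room temperature, stimulation 45 min · Probe or stimulus – NPY (25 nM), isoproterenol (1 µM), Ro 20-1724 (25 µM) · Evaluation – % inhibition of NPY effect · Signal – fluorescence, membrane potential probe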
p97 inhibitor: blocks human p97 ATPase activity. AID 1481. recombinant p97 ATPase, Kinase-Glo ATP luminescence, 3 h. P55072. 0.42% of 220,000 active. inhibition, % at 8 µM; in the data active = inhibition above about 15%;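 also: 0% = DMSO vehicle and 100% = wells lacking enzyme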
Active calls of the source: *; x = no result given; & = joins results of further samples; [ ] = dose if it differs, or a comment.

mol,EP2 mod,PGE2 EP2 inh,NPY-Y1 PAM-ag,eIF4E-4G inh,S1P4 antagonist,NPY2 pot ag,S1P4 ag,NPY Y1 blocker,p97 inhibitor
CC(C)CC(=O)N=Nc1c(O)[nH]c2ccccc12,-1.0,8.6,2.4,-2.8,-6.2,4.0,0.7,2.8,-0.7
N#CCCNC(=O)CCN1CCCCC1,8.9,11.8,0.4,2.6,-5.9,2.4,0.1,0.3,1.2
CC1CN(C2CCCCC2)c2nc3c(c(=O)[nH]c(=O)n3C)n2C1 (stereo unspecified),31.6,8.2,0.2,6.5,-14.4,13.4,0.2,-1.3,0.9
Cc1cc(Cl)ccc1NC(=S)NCc1ccccc1Cl,-84.3,5.1,-30.9,-0.9,-3.5,-17.9,-1.5,-0.1,-1.1
O=C(NCCc1ccccc1)C(NS(=O)(=O)c1cccc2nsnc12)c1ccccc1 (stereo unspecified),23.2,8.3,15.4,2.8[fluorescence artefact?],-9.1,0.9,3.2,1.4,-0.4
COc1ccccc1CNCC(=O)Nc1ccc(N2CCOCC2)cc1,-0.4,1.8,20.4,-11.7,-2.2,1.6,0.5,0.5,-8.5
Cc1cc(NC(=O)CSc2ccccc2)no1,-10.9,4.2,-4.2,65.7*,-9.3,-8.0,2.2,3.4,-1.1
CCOC(=O)c1cccc(NC(=O)c2cccs2)c1,-6.6,21.6,6.3,0.4,-13.5,-25.6,0.6,-0.7,-2.6
CCCCC(O)(CCCC)C(=O)NN(C(=O)OCC)c1ccccc1,30.6,4.3,-24.1,2.3[fluorescence artefact?],-8.9,-11.0,-0.5,33.7*,-1.8
CC(C)(C)n1ncc2c(=O)n(Cc3ccc(Cl)cc3Cl)cnc21,28.6,7.9,9.1,1.8,1.6,-29.9,-1.2,7.8,0.0
O=c1oc(-c2ccco2)nc2sc3c(c12)CCCC3,6.3,0.7,-4.8,1.2,-5.9,-15.1,-1.1,2.8,-4.8
COC(=O)CNC(c1ccccc1)c1cc(Br)ccc1NC(=O)OCc1ccccc1 (stereo unspecified),32.9,7.4,-12.0,-12.1,-7.6,-23.8,4.4,14.0,-0.7
Cc1cc(C)c2nc(C(F)(F)F)c(C#N)c(N)c2c1,-12.4,18.4,10.9,-10.5[fluorescence artefact?],-1.7,10.3,3.0,5.9,2.6
CCc1nnc(NC(=O)CN2CCN(C(=O)c3ccccc3)CC2)s1,20.3,5.4,4.7,0.8,-35.0,-15.0,0.9,-2.9,2.9
O=C(Cc1c(F)cccc1Cl)Nc1ccon1,17.6,9.1,3.2,-0.4[fluorescence artefact?],-10.9,4.7,-2.1,3.1,-2.5
CCN(CC)CCNC(=O)Cc1nn(CC)c(=O)c2ccccc12,13.8,13.1,-7.3,-8.8[fluorescence artefact?],-3.6,-7.1,-3.5,4.6,-1.1
CCCCN(C)CCNC(=O)c1ccc(Cn2c(=S)[nH]c3ccc(Br)cc3c2=O)cc1,-56.0,7.8,-3.7,-3.5,-1.5,-5.7,0.9,5.3,0.6
O=C(COC(=O)c1ccccc1SCC(=O)NC1CCS(=O)(=O)C1)NC1CCS(=O)(=O)C1 (stereo unspecified),5.8,8.9,6.0,5.5,-6.6,19.0,-0.7,1.9,-2.0
CCOC(=O)C(=CNCC(=O)O)C(=O)OCC,3.0,12.2,1.6,-0.6[fluorescence artefact?],-11.6,9.6,1.2,1.8,-1.8
CC1=C(C(=O)N(C)C)C(c2ccc(Cl)c(Cl)c2)NC(=O)N1 (stereo unspecified),28.5,5.7,-6.5,-1.6,-42.9,-9.6,0.3,0.2,1.4
COc1ccc(NC(=O)c2cccc(-n3c(C)ccc3C)c2)c(OC)c1,20.4,6.3,11.9,0.7,-7.5,10.2,0.3,-0.5,4.4
COc1ccc(C(=O)CSc2nc3ncccc3[nH]2)cc1OC,-28.3,5.2,-10.4,0.5,1.1,-20.4,-0.9,x,-3.5
Cc1cccc(/C=N\NC(=O)c2ccc(Cl)cc2)c1O,-14.3,7.6,0.1,-7.1,-25.1,-7.6,0.2,-2.5,-3.3
O=C(CCN1CCc2ccccc2C(O)(c2ccccc2)C1)c1ccc2c(c1)OCCO2 (stereo unspecified),x,0.4,-25.8,x,19.6,-8.9,0.6,2.1,1.7
Oc1ccc(C[C@@H]2CNC(=S)N2CCCCC2CCCCC2)cc1,6.9,18.3,8.8,-0.1,6.7,6.8,0.2,0.5,6.2
COc1cc(S(=O)(=O)N2CCOCC2)ccc1NC(=O)COC(=O)c1ccccn1,25.9,10.7,10.4,-3.6[fluorescence artefact?],-6.7,-10.0,1.1,4.4,2.2
OCC[C@H]1C[C@H](O)[C@@H](O)[C@@]2(CCCCO2)O1,7.0,5.2,15.6,0.0,-1.1,4.8,0.7,6.6,4.0
O=C(Cc1ccc(F)cc1)Nc1cccc(-c2cn3c(n2)SCC3)c1,-44.4,2.5,2.6,3.3,-14.2,2.1,0.9,-4.4,3.6
CCCC(NC(=O)CNC(=O)C(C)(C)C)C(=O)O (stereo unspecified),13.2,11.3,20.1,7.1,-5.0,-6.5,0.6,7.0,6.8
Cc1ccc2[nH]c(=O)c(CN(CC3COCCO3)C(=O)Nc3ccccc3C)cc2c1 (stereo unspecified),-2.5,7.8,12.5,1.7,-0.5,-5.9,0.7,-2.3,2.3
Cc1ccc(-c2[nH]nc3c2C(c2ccc(OC(=O)N4CCOCC4)cc2)C(C#N)=C(N)O3)cc1 (stereo unspecified),4.2,6.0,-4.6,-0.3,-5.9,-3.5,-5.0,6.3,3.3
NS(=O)(=O)c1ccc(CCN2C(=O)/C(=C\c3ccc(Cl)cc3)SC2=S)cc1,-3.9,4.8,-5.2,-3.7,-12.7,-6.1,-0.3,0.0,0.0
CC(C)NCC(O)COCCOc1ccc(Cl)cc1 (stereo unspecified),14.8,4.8,-2.4,-1.1,-21.5,-24.0,2.0,x,0.6
CCn1c(SC/C=C/c2ccccc2)nnc1-c1cccs1,4.6,10.2,-18.8,-0.3,14.3,-4.5,-1.1,11.3,1.5
Cc1sc(NC(=O)c2ccc(=O)n(C)n2)nc1-c1ccccc1,-10.9,8.6,7.9,1.8,-21.3,-20.7,0.8,-3.9,-0.4
COc1cccc(C(=O)/C(C#N)=N/Nc2cccc(-c3ccnc(C)n3)c2)c1,-24.5,4.0,-1.8,-2.4,-24.8,-21.3,0.4,x,-0.7
O=C1C(Oc2ccccc2)C(c2cccs2)N1Cc1ccc2c(c1)OCO2 (stereo unspecified),1.4&-30.8,9.9&5.9,-8.0,-0.1,-17.9,-14.4,-0.6,8.9,-1.5
CC(=O)c1cccc(NC(=O)N2CCCC2C(=O)NCc2ccccc2)c1 (stereo unspecified),17.2,10.6,-0.5,2.1[fluorescence artefact?],-8.6,-1.8,-0.2,5.7,12.0
O=C(Nc1ccc2c(c1)OCO2)C1CCN(S(=O)(=O)c2cccc3cccnc23)CC1,-6.8,18.5,10.9,-10.0,-18.8,1.5,0.8,0.6,-0.2
Cc1ccccc1OCC(=O)Nc1nnc(-c2ccco2)s1,-19.6,13.3,-0.1,-1.9,-12.8,10.8,1.5,x,5.6
CCC(C(=O)Nc1nccs1)c1ccccc1 (stereo unspecified),9.6,2.6,19.4,6.0,-26.2,13.0,1.3,-4.5,-0.9
Cc1ccccc1NC(=O)CSc1nnc(C)c(=O)[nH]1,27.2,16.1,6.4,-1.4,-13.9,-3.4,1.0,0.5,0.6
Cc1ccc[n+](CC2OCc3ccccc3CO2)c1,9.0,8.7,6.6,-0.2,7.0,-0.3,0.0,11.6,0.1
O=[n+]1c2c(n([O-])c3cc(Br)ccc31)CCC2,5.9,8.0,0.9,2.5[fluorescence artefact?],-1.1,8.9,4.2,6.9,3.8
Cc1ccc(NC(=S)NNC(=O)c2nnn(-c3ccccc3)c2C)cc1,9.1,0.6,-28.9,19.2,-3.9,-25.9,0.9,9.2,-2.5
COc1cccc(CN(C)C(=O)c2ccc(S(=O)(=O)N3CCCC3)cc2)c1OC,-3.0,4.5,-2.0,-4.2,6.9,8.2,-1.8,-2.1,1.2
O=C(OC1CCCCC1=O)c1cc(=O)c2ccccc2o1 (stereo unspecified),16.1,5.4,-7.8,10.3,-11.7,-2.7,0.6,1.3,5.6
CCOCCCN(C(=O)Nc1ccc(CC)cc1)C1CCN(C(C)=O)CC1,8.1,0.5,-3.1,0.8,-13.5,16.9,2.1,-2.7,2.1

NPY Y1 blocker: what is marked active above
Molecule	EP2 mod	NPY-Y1 PAM-ag	eIF4E-4G inh	S1P4 antagonist	NPY2 pot ag	S1P4 ag	NPY Y1 blocker	p97 inhibitor
CCCCC(O)(CCCC)C(=O)NN(C(=O)OCC)c1ccccc1	30.6	-24.1	2.3[fluorescence artefact?]	-8.9	-11.0	-0.5	33.7*	-1.8

Going on with the list:
mol,EP2 mod,PGE2 EP2 inh,NPY-Y1 PAM-ag,eIF4E-4G inh,S1P4 antagonist,NPY2 pot ag,S1P4 ag,NPY Y1 blocker,p97 inhibitor
CCOC(=O)C1=C(C)NC2=C(C(=O)CC(C)(C)C2)C1c1ccc(N(C)C)cc1 (stereo unspecified),2.1,2.8,-0.9,-4.5,-22.4,-2.9,0.8,-1.6,4.1
COc1ccc(/C=C/C(=O)Nc2ccncc2)cc1OC,-46.5,4.3,9.9,-0.7,17.4,-7.3,0.8,-3.1,4.8
Cc1ccc(C2c3c(oc4cc(C)c(C)cc4c3=O)C(=O)N2CCCN2CCOCC2)cc1 (stereo unspecified),x,10.8,-15.9,x,-0.3,-17.8,-0.3,-0.2,-4.1
O=C(CSc1nc2ccccc2s1)N/N=C/c1cc([N+](=O)[O-])ccc1O,-5.7,10.0,-11.9,-6.5,16.1,-29.8,1.4,x,-4.4
CC(=O)[C@@H]1[C@@H]2C(=O)N(Cc3ccccc3)C(=O)[C@@H]2C2c3ccccc3C=CN21 (stereo partly specified),39.5,7.0,-4.3,-8.1,-12.3,13.9,2.4,-2.1,-3.5
O=C(CS(=O)(=O)c1ccc(C(F)(F)F)cn1)NNC(=O)c1ccccc1,-19.5,5.2,10.9,-0.2,-10.9,-11.5,-0.2,x,-5.3
CCNC(=O)C(=O)c1c(-c2ccccc2)[nH]c2ccccc12,-24.9,0.1,-9.6,-1.8,-23.6,2.6,-0.2,-3.2,-1.2
CCN(CC)CCCNC(=O)C(C)n1nc(C)c2sc3ccccc3c2c1=O (stereo unspecified),15.4,8.7,6.2,-0.7,-4.5,6.6,-2.5,3.3,2.6
O=C(c1ccc(COc2c(F)c(F)c(F)c(F)c2F)o1)N1CCOCC1,-3.0,8.9,-19.2,2.7,-2.7,0.4,2.7,-2.6,-1.9
CCOc1nc(-c2ccc(Cl)cc2)nc2ccccc12,50.6,7.6,-25.2,0.5,-21.3,-8.4,0.7,-4.1,1.1

Two compounds from above with just NPY2 pot ag and p97 inhibitor:
Structure	NPY2 pot ag	p97 inhibitor
CCOc1nc(-c2ccc(Cl)cc2)nc2ccccc12	-8.4	1.1
O=C(CSc1nc2ccccc2s1)N/N=C/c1cc([N+](=O)[O-])ccc1O	-29.8	-4.4

A portion of the library (hit frequency here may not be typical).
